GLS inhibitor – blocks human kidney-isoform glutaminase activity | O94925 | actives 0.21% (n = 410,000) | Potency, µM (highest dose often 45.5 µM), inactives show at the highest dose activity change, negative = inhibition, hits mostly inhibitors | GLS enzymatic activity, qHTS titration; also: potency is read from the fitted curve at half-maximal effect; % is scaled to controls: 0 for no effect and ±100 for the full control effect
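Two-point fluorescence kinetic (t0, 30 min RT) for hKGA; glutamate detected via glutamate oxidase–HRP–Amplex Red. Substrate: 1 mM L-glutamine solution; buffer 45 mM KH2PO4, pH 8.2.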
HP1b chromo inh – inhibitors of HP1-beta chromodomain binding to methylated histone tails | P83916 | AlphaScreen HP1-beta / biotin-H3K9me3 peptide binding | Potency, µM (doses to about 114 µM), inactives show top-dose activity change, negative = inhibition, actives largely listed as inhibitors | actives 0.56% (n = 390,000) | AID 540317; also: potency is read from the fitted curve at half-maximal effect; nearly all actives have a fitted effect of over 70% in size; inactives centre near 23
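AlphaScreen: HP1-beta (50 nM) preformed 30 min with biotin-H3(1-18)K9me3 peptide (50 nM) in PBS pH 7.4, 0.01% Tween-20. Compound added for 30 min at RT, then streptavidin donor/nickel chelate acceptor beads (10 ug/mL) for 30 min.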
PI4K2A inh – PI4K2A (human) kinase inhibition; activity change, negative = inhibition, % at 76.9 µM; AID 1346378; Q9BTU6; actives 0.13% (n = 420,000); purified PI4K2A, ADP-Glo luminescence, 1 h; stronger effect = lower value; in the data active = activity change below about -50%; inconclusive = mostly about -30% to -49%;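 also: -100% = wells without enzyme as full effect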
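Compounds are screened against recombinant PI4K2A using PI as substrate and ATP, the latter dispensed at 300 microM. Reactions run one hour at ambient temperature before ADP-Glo detection; full inhibition defined by wells lacking enzyme.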
BAZ2B inh – blocks human BAZ2B | Q9UIF8 | AlphaScreen BAZ2B-H3K14Ac peptide displacement | Potency, µM (titrated, usually from 114 µM), inactives show at the top dose activity change, negative = inhibition, most hits filed as inhibitors | AID 504333 | actives 4.4% (n = 360,000); also: potency is read from the fitted curve at half-maximal effect; % is scaled to controls: 0 for no effect and ±100 for the full control effect; nearly all actives have a fitted effect of over 60% in size
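Inhibition is scored as reduced AlphaScreen emission. The BAZ2B/b-H3(5-23)K14Ac complex (50 nM each) in PBS pH 7.4, 0.01% Tween-20 meets compound (up to 110 uM) for 30 min at RT before bead addition.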
JMJD2A Tudor inh – JMJD2A Tudor domain (human) inhibition; Potency, µM (top dose mostly 114 µM), without a hit: top-dose activity change, negative = inhibition, most hits filed as inhibitors; actives 4.4% (n = 390,000); AlphaScreen JMJD2A-Tudor / H3K4me3 peptide binding; also: potency is read from the fitted curve at half-maximal effect; % is scaled to controls: 0 for no effect and ±100 for the full control effect; nearly all actives have a fitted effect of over 50% in size
RGS4 inh – inhibitors of human regulator of G protein signaling 4 | P49798 | actives 0.039% (n = 390,000) | AID 504845 | Transcreener GDP fluorescence polarization, RGS4-accelerated GTP hydrolysis | Potency, µM (top dose mostly 114 µM), inactives show at the top dose activity change, negative = inhibition, most hits filed as inhibitors; also: potency is read from the fitted curve at half-maximal effect; % is scaled to controls: 0 for no effect and ±100 for the full control effect; nearly all actives have a fitted effect of over 75% in size; some results filed as inactive show a strong effect at the top dose
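MLSMR compounds (23 nl, pin-transferred) preincubated 10 min at room temperature with a 500nM (2x) first reagent, then RGS4 at 900nM (2x) plus Transcreener GDP mix added; fluorescence polarization (620/688 nm) read before and after 90 min at 30 °C.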
ALOX12 inh – ALOX12 (human) lipoxygenase inhibition; purified 12hLO, xylenol orange hydroperoxide absorbance; P18054; actives 1.1% (n = 580,000); Potency, µM (highest dose often 108 µM), for the others: top-dose activity change, negative = inhibition, usual class: inhibitors; also: potency is read from the fitted curve at half-maximal effect; % is scaled to controls: 0 for no effect and ±100 for the full control effect
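Hydroperoxide product was detected by ferrous iron/xylenol orange as the 573 to 405 nm absorbance ratio. Arachidonic acid at 40 uM (final) was turned over for 30 min at room temperature by 150 nM human 12hLO, pH 7.0 Hepes buffer, after 15 min compound preincubation.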
ERG-DNA inh – inhibitors of human ERG Ets domain-DNA interaction. P11308. Potency, µM (top dose mostly 76.9 µM), without a hit: at the highest dose FP activity, negative = inhibition, most hits filed as inhibitors. fluorescence polarization, His-ERG Ets domain / labelled DNA. actives 0.028% (n = 370,000). AID 624246; active = well fitted inhibition curve with a large enough effect in the polarisation, with a control signal flat; inconclusive = small, poorly fitted or top-dose-only effect, or effect the other way, or a change in a side signal; inactive = no such curve, though single readings can be large or run the other way; the % refers to the polarisation;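 also: polarization taken with two DNA probes labelled with fluorescein and Texas red; potency is read from the fitted curve at half-maximal effect; % of control where 0% means no effect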
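His-tagged ERG Ets domain (1 uM in the protein solution; 300mM KCl, 50mM Tris-HCl, 1mM EDTA, 1mM DTT, pH 7.5) received compound, then a probe mix of 5 nM fluorescein-DNA and 100nM Texas-615-DNA. Fluorescence polarization was read for both dyes.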
G9a block – blocks human histone lysine methyltransferase G9a; G9a H3K9 monomethylation, AlphaScreen, 2 h; Potency, µM (doses to about 102 µM), for the others: at the highest dose activity, negative = inhibition, most hits filed as inhibitors; actives 8.8% (n = 350,000); AID 504332; also: potency is read from the fitted curve at half-maximal effect; % is scaled to controls: 0 for no effect and ±100 for the full control effect; nearly all actives have a fitted effect of over 75% in size
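AlphaScreen read-out: biotin-H3K9 peptide (500 nM) methylation by 20 nM enzyme with 20 uM SAM, 2 h at room temperature after 15 min compound preincubation; anti-monomethyl H3K9 antibody plus donor/acceptor beads, 10 min dark.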
* = called active by the depositor; u = inconclusive; x = no result given; & = joins results of further samples; ! = repeats disagree; [ ] = remark or other dose. Unless noted, calls follow the shape of the dose curve; as a rule, active = well fitted curve in the direction sought with a large enough effect; inconclusive = small, poorly fitted or top-dose-only effect, or another doubt; inactive = no such curve, though single readings can be large; an effect the other way counts as inactive or inconclusive. The list is partial. The share of hits here may be higher or lower than overall.

SMILES	GLS inhibitor	HP1b chromo inh	PI4K2A inh	BAZ2B inh	JMJD2A Tudor inh	RGS4 inh	ALOX12 inh	ERG-DNA inh	G9a block
CCn1c(=S)[nH]c2scc(-c3cccs3)c2c1=O	1%	27%	-6	-21%	-33%	-45%	u	0%	35µM*
O=C(COC(=O)c1cc(Br)ccc1O)c1ccc(F)cc1	13%	17%	1	x	-11%	26%	12%	3%	x
CC1CCN(CCNC(=O)C2CCCN(c3ncnc4c3nc3n4CCCCC3)C2)CC1 (stereo unspecified)	-1%	32%	3	3%	-13%	-19%	5%	-10%	x
CC(C)(C#N)NC(=O)c1ccco1	9%	10%	7	6%	0%	39%	0%	-4%	19%[59 µM]
COc1ccc(-n2c(C)cc(C(=O)NC3CCCCC3)c2C)cc1	u	-13%	0	u	u	-18%	-9%[57.4 µM]	x	u
Cc1ccc(S(=O)(=O)CCc2nnc(NC(=O)c3ccco3)s2)cc1	-2%	40%[activator]	2	4%	-2%	10%	x	0%	-8%
Cn1cc(CN(C(=O)Nc2ccccc2)C2CCCCC2)c2ccccc21	6%	-9%	-5	x	u	6%	-5%	4%	u
CCOc1cc(CN2CCN(C(=O)c3cccc4ccccc34)CC2)ccc1OC	4%	u	0	50µM*	20µM*	-16%	u	11%	22µM*
O=c1nccc(NCc2ccco2)[nH]1	-2%	29%&19%	-4	12%	-9%&-4%	17%&3%	u	-1%	4%
COc1ccc(CNC(=O)c2ccc(-c3nc(CSc4ccccc4)c(C)o3)cc2)c(OC)c1	2%	59%[activator]	5	-20%	-8%	-20%	-21%	-1%	u
CC1(C)Cc2c(c(N3CCOCC3)nc3sc(C(=O)Nc4ccc(Cl)cc4)c(N)c23)CO1	-1%&-3%	-18%&40%	1&-1	3%&4%	-33%&1%	-7%&-1%	2.8µM*!	2%&9%	10µM*!
Cc1ccc(-c2ocnc2C(=O)Nc2nc(C)cs2)cc1	-3%	34%	0	-1%	-6%	-7%	25%	-15%	-3%
O=C(COC(=O)CNC(=O)C1CCCCC1)Nc1ccccc1Cl	-1%	50%[activator]	0	-2%	-14%&-9%	0%	5%	x	-10%[0.501 µM]
CCN(CC)CCNc1oc(-c2ccccc2)nc1S(=O)(=O)c1ccccc1	0%	7%	-3	x	-36%	7%	u	7%	x
CCCCCN1CC(O)=C(c2nc3ccccc3[nH]2)C1=N	0%	26%	-3	-34%	-28%	-2%	5%	-8%	4%
CC(=O)CSc1nnc(Cc2ccc([N+](=O)[O-])cc2)o1	1%	14%	-1	11%[57.1 µM]	-22%	-32%	4%	-8%	-7%
CC(Oc1ccc(Cl)cc1)c1ccnn1S(=O)(=O)c1ccccc1 (stereo unspecified)	2%	188%[activator]	8	49%[activator]	99%[activator]	-20%	-6%	2%	x
CCN(CC)S(=O)(=O)c1ccc(C)c(C(=O)Oc2cccc(-c3cnc4ccccc4n3)c2)c1	5%	31%	2	-27%	-6%	23%	-8%	-3%	-38%
O=C(NCC1CCCO1)C1CCCN(S(=O)(=O)c2cc(Cl)ccc2Cl)C1 (stereo unspecified)	-5%	9%	2	-2%	-15%	1%	-6%	4%	62%[activator]
CCOC(=O)N1CCN(C(=O)c2ccc3c(=O)n(-c4ccccc4F)c(=S)[nH]c3c2)CC1	-2%	77%[activator]	2	-15%	-12%	-32%	-3%	2%	50µM*
Cc1ccc(S(=O)(=O)N(CC(=O)NCC2CCCO2)Cc2ccc(F)cc2)cc1 (stereo unspecified)	5%	-26%	3	12%	-23%	0%	-13%	16%	0%
Cn1c(N)c(C(=O)COC(=O)Cc2ccc(F)cc2)c(=O)n(C)c1=O	-1%	-10%	-3	-3%	-12%	-2%	-2%	11%	-1%
O=C(CCNC(=O)c1ccc(Cl)cc1)NCC(c1ccco1)N1CCCC1 (stereo unspecified)	6%	4%	2	-5%	-17%	-22%	-11%	1%	-4%
O=C(NCc1ccccc1CN1CCCC1)c1cccc(S(=O)(=O)Nc2ccc(F)cc2)c1	5%	27%	0	3%	-15%	31%	0%	17%	-13%[59 µM]
Cc1cc(C)n(-c2ccc(C(=O)OCC(=O)Nc3ccccc3[N+](=O)[O-])cc2)n1	8%	-2%	-2	-28%	-15%	18%	-9%	5%	19%[59 µM]
O=C(Nc1ccc(Br)cc1Cl)c1cnccn1	u	11%	2	-7%	50µM*	-23%	32µM*	11%	-10%[59 µM]
CCOC(=O)c1ccccc1NC(=O)c1ccc2c(SCC(=O)O)c3c(nc2c1)CCCC3	u	6%[57 µM]	3	50µM*	-30%	-14%	u	-1%	u
O=[N+]([O-])c1cccc(S(=O)(=O)c2ccc(NCCOCCO)c([N+](=O)[O-])c2)c1	10%	24%	3	-11%	-23%	-32%[56.9 µM]	0%	-3%	13%
COCCn1c(C)cc(C(=O)COC(=O)c2ccc([N+](=O)[O-])o2)c1C	0%	4%	-4	45µM*	u	4%	-49%	1%	79µM*
CCC(O)(Cc1ccccn1)Cc1ccccn1	0%	12%	1	x	-7%	-20%	-11%	-3%	x

The final five compounds of the part above come first, to join the parts.
SMILES	GLS inhibitor	HP1b chromo inh	PI4K2A inh	BAZ2B inh	JMJD2A Tudor inh	RGS4 inh	ALOX12 inh	ERG-DNA inh	G9a block
O=C(Nc1ccc(Br)cc1Cl)c1cnccn1	u	11%	2	-7%	50µM*	-23%	32µM*	11%	-10%[59 µM]
CCOC(=O)c1ccccc1NC(=O)c1ccc2c(SCC(=O)O)c3c(nc2c1)CCCC3	u	6%[57 µM]	3	50µM*	-30%	-14%	u	-1%	u
O=[N+]([O-])c1cccc(S(=O)(=O)c2ccc(NCCOCCO)c([N+](=O)[O-])c2)c1	10%	24%	3	-11%	-23%	-32%[56.9 µM]	0%	-3%	13%
COCCn1c(C)cc(C(=O)COC(=O)c2ccc([N+](=O)[O-])o2)c1C	0%	4%	-4	45µM*	u	4%	-49%	1%	79µM*
CCC(O)(Cc1ccccn1)Cc1ccccn1	0%	12%	1	x	-7%	-20%	-11%	-3%	x
CS(=O)(=O)N(CC(=O)N1CCCC1)c1cc(C(F)(F)F)ccc1Cl	1%	26%	-7	-5%	-7%	9%	13%	-3%	19%[12.7 µM]
CCN1CCN(CC(=O)N2N=C(c3cccs3)CC2c2ccc(C)cc2)C(=O)C1=O (stereo unspecified)	5%	14%	3	-5%	-15%	6%	9%	-2%	7%[12.7 µM]
O=C(/C=C/c1ccc(Cl)cc1)Nn1c(-c2cccs2)nc2ccccc2c1=O	-8%	64%[activator]	4	-3%	-7%	-8%	1%	-10%	9%
CCOc1ccccc1N1CCN(CC(=O)Nc2nc(C)c(C(=O)N(C)C)s2)CC1	0%	1%	-1	-6%	14µM*	11%	u	-3%	x
NC(=O)C1CC(=O)N(c2ccc(OCC(=O)Nc3ccc(Cl)cc3)cc2)C1 (stereo unspecified)	0%	8%	-1	-3%	-8%	8%	2%	3%	9%
CC(=O)NC(=S)Nc1cccc2ccc(C)nc12	-4%	29%	1	-2%	2%	-1%	179%[activator]	-1%	-1%
O=C(c1ccccc1)c1cccc(NC(=O)C2CC2)c1	-7%	18%	-8	-2%	8%	1%	0%	-1%	-9%
Cc1ccc(C(=O)COC(=O)c2cc(C)no2)c(C)c1	-1%	7%	-2	2%	-2%	3%	-1%	1%	-31%
CCN(CC)C(=O)Cn1cnc2sc(C(=O)N3CCN(c4ccc(OC)cc4)CC3)c(C)c2c1=O	23%	14%	-1	-4%	-12%	1%	6%	-1%	u
O=C(Cn1cncn1)NCc1cc(F)ccc1F	2%	-15%	-5	0%	-10%	26%	-1%	19%	4%
Cc1ccc(-n2nc3ccc(NC(=O)/C=C/c4ccco4)cc3n2)cc1	1%	-15%	-10	u	u	u	u	-4%	u
COc1ccc2c(c1)CCc1c(C(=O)Nc3c(C)nn(Cc4ccc(C)cc4)c3C)noc1-2	1%	3%	1	-29%	1%	-18%	4%	-2%	-32%[59 µM]
O=C(Cc1ccc([N+](=O)[O-])cc1)N1CCN(c2ccc([N+](=O)[O-])cc2)CC1	2%	1%	2	-3%	-18%	22%	u	-7%	u
CCc1ccc(C(=O)OCC(=O)N(CC)c2c(N)n(Cc3ccccc3)c(=O)[nH]c2=O)cc1	-5%	17%	-2	2%	-18%	-25%	9%	-3%	u

Ordered by value in GLS inhibitor (high to low): three of the compounds above.
| Molecule | GLS inhibitor |
| --- | --- |
| CCN1CCN(CC(=O)N2N=C(c3cccs3)CC2c2ccc(C)cc2)C(=O)C1=O (stereo unspecified) | 5% |
| COc1ccc2c(c1)CCc1c(C(=O)Nc3c(C)nn(Cc4ccc(C)cc4)c3C)noc1-2 | 1% |
| CC(=O)NC(=S)Nc1cccc2ccc(C)nc12 | -4% |
